influenza NS1A – H1N1 influenza NS1A inhibitors, functional cell based assay (AID 504329); actives 0.3% (n = 340,000); NS1A functional cell-based assay, percent inhibition; higher % means a stronger effect; inhibition, % at 12.5 µM, or IC50 in µM where a hit was titrated; in the data active means a potency from the dose series; inconclusive means inhibition above about 27% without an active follow-up result; further: strong numbers were not always called active
M. tuberculosis – growth inhibition of non-replicating M. tuberculosis (AID 488890) | actives 0.39% (n = 320,000) | one-dose inhibition, % at 25 µM; IC50 in µM for titrated hits | Mycobacterium tuberculosis non-replicating, growth inhibition; higher % means a stronger effect; in the data active means a potency from the dose series; inconclusive means inhibition mostly from about 82% at the one dose, without a potency; inactive means the rest, 99 in 100 with inhibition below about 76%;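 further: plate controls were DMSO cells for no effect and high antibiotic wells for full effect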
PhoP GFP inhibition – PhoP regulon inhibitors, Salmonella typhi PhoP promoter GFP reporter, confirmatory (AID 1850); Salmonella Typhi PhoP-promoter GFP reporter, fluorescence, 4 h; higher % means a stronger effect; one-dose inhibition, % at 50 µM; IC50 in µM for titrated hits; actives 0.33% (n = 310,000); in the data active means a potency from the dose series; inconclusive means inhibition mostly from about 25% at the one dose, without a potency; inactive means the rest, 99 in 100 with inhibition below about 19%;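 further: 0% = induced wells with vehicle and 100% = uninduced wells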
H37Rv inhibition – M. tuberculosis growth inhibition, HTS (AID 449762); actives 0.59% (n = 330,000); M. tuberculosis H37Rv growth inhibition, 7H9 media; higher % means a stronger effect; inhibition, % at 25 µM; hits with a dose series show IC50 in µM; in the data active means a potency from the dose series; inconclusive means inhibition above about 70% without an active follow-up result;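 further: bacterial growth assessed after seven days of incubation; strong numbers were not always called active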
VEEV TC-83 Vero – inhibitors of VEEV TC-83 cytopathic effect, confirmation, Vero cells (AID 588727). Vero cells, VEEV TC-83 cytopathic effect inhibition; higher % means a stronger effect. inhibition, % at 20 µM; hits with a dose series show IC50 in µM. actives 0.13% (n = 350,000); in the data active means a potency from the dose series; inconclusive means inhibition mostly from about 14% at the one dose, without a potency; inactive means the rest, 99 in 100 with inhibition below about 12%; further: strong numbers were not always called active
VEEV TC-83 Vero 10K pilot screen – second read-out of VEEV TC-83 Vero, no call of its own (marks repeat the call); inhibition, %; measured here: 10K pilot screen inhibition
The depositor's hits bear a star; i = inactive; ? = inconclusive; . = no result given.

SMILES	influenza NS1A	M. tuberculosis	PhoP GFP inhibition	H37Rv inhibition	VEEV TC-83 Vero	others
Cc1ccccc1-n1ncc(C(C)NC(=O)c2ccccc2)c1C (centres undefined)	-9.6%	-19.7%	10.6%	1.0%	1.0%
COc1ccc(C(CNC(=O)c2ccc(OCc3ccccc3)cc2)N2CCOCC2)cc1 (centres undefined)	-1.1%	21.2%	.	-1.3%	1.2%
OC[C@@H]1[C@@H](c2ccccc2)C(c2cccc(Cl)c2)=NN1c1ccccc1	-22.6%	.	.	.	0.0%
Nc1c(C(=O)N2CCOCC2)oc2ccccc12	-1.1%	63.3%	0.1%	9.6%	1.8%
N#Cc1ccsc1NC(=O)COC(=O)C1=NNC(=O)CC1	-4.1%	-7.2%	.	0.3%	0.4%
O=C(c1cc2nc(-c3ccco3)cc(C(F)(F)F)n2n1)N1CCN(c2ccccc2)CC1	-6.8%	14.2%	2.8%	-5.7%	8.2%
Cc1ccc(C)c(S(=O)(=O)N2CCCC2CNC(=O)C(=O)NCCN2CCOCC2)c1 (centres undefined)	-3.6%	-7.2%	4.4%	-12.4%	1.6%
COc1ccccc1CN(C)C(C)C(=O)Nc1cccc(C(C)=O)c1 (centres undefined)	0.4%	34.9%	9.4%	-3.8%	i
CCSc1ccccc1C(=O)Nc1ccc([N+](=O)[O-])cc1OC	9.9%	50.7%	-20.0%	64.7%	0.3%
CCN1CCN(c2nc3c(c(=O)[nH]c(=O)n3C)n2Cc2ccccc2F)CC1	-0.1%	-16.4%	-6.4%	-3.1%	0.5%

Three structures already listed, sorted by count of non-hydrogen atoms, smallest number first.
SMILES	influenza NS1A	M. tuberculosis	PhoP GFP inhibition	H37Rv inhibition	VEEV TC-83 Vero	others
Nc1c(C(=O)N2CCOCC2)oc2ccccc12	-1.1%	63.3%	0.1%	9.6%	1.8%
COc1ccccc1CN(C)C(C)C(=O)Nc1cccc(C(C)=O)c1 (centres undefined)	0.4%	34.9%	9.4%	-3.8%	i
CCN1CCN(c2nc3c(c(=O)[nH]c(=O)n3C)n2Cc2ccccc2F)CC1	-0.1%	-16.4%	-6.4%	-3.1%	0.5%

The list goes on:
SMILES	influenza NS1A	M. tuberculosis	PhoP GFP inhibition	H37Rv inhibition	VEEV TC-83 Vero	others
CCOC(=O)N1CCN(S(=O)(=O)c2ccc(-n3cnnn3)cc2)CC1	-3.9%	1.3%	2.2%	-4.4%	0.9%
COc1cccc(/C=C2/SC(=S)N(CC(=O)NC3C=CS(=O)(=O)C3)C2=O)c1 (centres undefined)	-7.3%	-12.0%	-5.8%	4.4%	i
CCCCNC1=CC(=O)C(NCCCC)=CC1=O	16.0%	.	.	.	0.8%
O=S(=O)(NCc1ccccn1)c1cc(Cl)ccc1Cl	-3.1%	11.5%	-3.9%	0.9%	0.6%
COC(=O)C1=NN(N=O)C2(CC(=O)N(c3cc(C)cc(C)c3)C2=O)C1 (centres undefined)	-3.2%	-1.8%	8.0%	-18.2%	i
Cc1ccc(S(=O)(=O)NCCc2ccccc2)cc1	6.8%	20.8%	-1.2%	4.8%	0.8%
CC(=O)Nc1nonc1NC(=O)CSc1ccccn1	-7.5%	6.8%	2.2%	-2.1%	1.7%
CC[C@]12c3[nH]c4ccccc4c3CCN1C(=O)C(CC(=O)NC/C=C(\C)CCC=C(C)C)C[C@@H]2C(=O)N1CCN(C(=O)c2ccco2)CC1 (some centres undefined)	-6.6%	67.1%	.	18.1%	12.6%
Cc1cc(-c2nn(-c3ccccc3F)cc2CN2CCN(c3ccncc3)CC2)c(C)s1	9.4%	34.9%	6.2%	?	i	VEEV TC-83 Vero 10K pilot screen=2.8
CCC1C(=O)NCCN1C(=O)c1cccc(OC2CCN(S(=O)(=O)N(C)C)CC2)c1 (centres undefined)	-2.5%	2.7%	8.2%	-1.7%	4.0%
COc1ccc(-c2[nH]ncc2CNCc2cc(C)n(C)n2)c(F)c1	2.8%	11.5%	7.5%	2.4%	0.2%
O=C(NCCOc1ccccc1)C(=O)NCC1CCCO1 (centres undefined)	7.9%	-2.2%	4.9%	0.6%	0.2%
Cc1ccc(S(=O)(=O)/N=C2\CN(C)C(=O)N2C)cc1	-1.0%	33.4%	0.3%	?	i
COc1cccc2cc3c(=O)n(-c4ccccc4)nc-3oc12	-2.6%	.	-5.2%	34.3%	0.9%
CCCC(O)(CCN(C)C)c1ccc(OC)cc1 (centres undefined)	-14.0%	6.5%	-4.6%	-12.2%	0.4%
COc1cc(NC(=O)c2ccnc(N)c2)cc(C(=O)Nc2cccc(C(F)(F)F)c2)c1	-1.0%	-10.2%	-7.5%	?	6.6%
O=C(O)COCc1nc2ccccc2[nH]1	-15.3%	1.9%	-5.3%	-0.4%	i
O=C(c1cnc2c(c1)COc1ccc(Cl)cc1-2)c1ccccc1O	8.3%	-14.8%	-0.1%	-8.6%	0.8%
COc1ccc(CNC(=O)COC(=O)CCOc2ccc(C)cc2)cc1OC	-13.3%	15.2%	3.2%	0.4%	1.8%
COc1cccc(CC(=O)N[C@@H](CCSC)c2nc3ccccc3[nH]2)c1	-3.7%	6.7%	4.4%	-6.6%	i
CN(C)S(=O)(=O)c1ccc(Cl)c(NC(=O)COC(=O)CN2C(=O)C3CCCCC3C2=O)c1 (centres undefined)	-7.1%	-1.4%	3.9%	3.3%	1.0%
Cc1sc2ncnc(N3CCOCC3)c2c1C	-3.6%	-0.6%	-15.3%	-3.6%	2.8%
Cc1cc(C(=O)CSc2nnnn2-c2ccc(O)cc2)c(C)n1C	3.8%	0.8%	5.5%	8.7%	9.5%
CC(=O)Nc1ccc(S(=O)(=O)N2CCC(NC(=O)c3ccccc3)CC2)cc1	-12.3%	-16.8%	3.6%	-5.2%	0.5%
CN(CC(=O)Nc1cccc(F)c1)CC(=O)Nc1cccc2ccccc12	-10.9%	14.2%	.	7.4%	7.3%
Cc1ccc(S(=O)(=O)NCCC(=O)N2CC(C)OC(C)C2)cc1 (centres undefined)	-7.7%	-8.7%	-4.0%	1.6%	0.3%
O=c1c2ccccc2c(C=NCCO)c(O)n1-c1ccccc1	4.9%	-14.3%	2.0%	-5.5%	4.9%
C=CCN1C(=O)c2ccc(C(=O)N(C)CC(=O)Nc3ccc(Br)cc3C)cc2C1=O	-11.7%	-4.1%	1.4%	4.4%	0.6%
COc1ccc(C(C)=O)cc1CC(=O)Nc1cccc(S(=O)(=O)N2CCOCC2)c1	-0.9%	24.8%	.	-2.9%	2.7%
COc1ccccc1CN1CC(C(=O)NCC2CCCO2)CC1=O (centres undefined)	-0.4%	-16.4%	-1.7%	-7.3%	0.1%
O=C(COC(=O)C1=COCCO1)Nc1cccc(S(=O)(=O)N2CCOCC2)c1	-5.2%	-14.2%	-9.6%	-15.7%	0.7%
COc1ccc(CCNC(=O)Cn2ccc3cc(S(=O)(=O)N4CCCC4)ccc32)cc1OC	-10.9%	5.1%	9.2%	0.5%	1.7%
Cc1cc(C(=O)CSc2nncs2)c(C)n1-c1c(C)n(C)n(-c2ccccc2)c1=O	0.5%	1.6%	-3.0%	-2.0%	0.3%
COCc1cc(C)nc(OCC(=O)N/N=C/c2ccc(O)cc2)c1C#N	2.1%	-1.8%	-1.5%	1.6%	i	VEEV TC-83 Vero 10K pilot screen=1.3
CCn1cc(C(=O)NCC2CCCO2)c(=O)c2cc(S(=O)(=O)N(C)C)ccc21 (centres undefined)	10.1%	1.8%	-17.4%	2.2%	0.4%
CCOc1ccc(N2CC(C(=O)NCC(=O)Nc3ccc(F)c(F)c3F)CC2=O)cc1 (centres undefined)	-5.8%	14.5%	.	-7.2%	0.1%
COc1cc(/C=N/NC(=O)c2ccc(F)cc2)ccc1OC(=O)c1ccco1	0.5%	6.6%	-4.4%	-3.8%	1.3%
CCC(C)(C(=O)NC1CCCC1)N(C(=O)CC1NC(=O)NC1=O)c1c(C)n(C)n(-c2ccccc2)c1=O (centres undefined)	2.8%	-5.8%	-6.6%	-3.4%	i
Cn1cccc1Cc1nnc(SCC(=O)NCC2CCCO2)n1CCc1ccccc1 (centres undefined)	-6.7%	11.5%	-10.9%	-12.7%	2.9%
COc1ccccc1C(=O)N(Cc1ccccc1)c1ccc(C)cc1	-12.1%	6.9%	3.0%	0.3%	i

Entries above that have a Cl atom (4):
SMILES	influenza NS1A	M. tuberculosis	PhoP GFP inhibition	H37Rv inhibition	VEEV TC-83 Vero	others
OC[C@@H]1[C@@H](c2ccccc2)C(c2cccc(Cl)c2)=NN1c1ccccc1	-22.6%	.	.	.	0.0%
O=S(=O)(NCc1ccccn1)c1cc(Cl)ccc1Cl	-3.1%	11.5%	-3.9%	0.9%	0.6%
O=C(c1cnc2c(c1)COc1ccc(Cl)cc1-2)c1ccccc1O	8.3%	-14.8%	-0.1%	-8.6%	0.8%
CN(C)S(=O)(=O)c1ccc(Cl)c(NC(=O)COC(=O)CN2C(=O)C3CCCCC3C2=O)c1 (centres undefined)	-7.1%	-1.4%	3.9%	3.3%	1.0%

The listing continues.
SMILES	influenza NS1A	M. tuberculosis	PhoP GFP inhibition	H37Rv inhibition	VEEV TC-83 Vero	others
CCN(C(=O)c1cc(S(=O)(=O)N2CCCC2)ccc1C)C1CCS(=O)(=O)C1 (centres undefined)	-10.5%	2.5%	.	2.7%	i
O=C(O)c1cnnc2ccccc12	-20.4%	.	.	.	2.7%
O=C(c1ccc(Cl)c(Cl)c1)N1CCC(=O)N(C(COCc2ccc(Cl)cc2)Cc2ccccc2)CC1 (centres undefined)	4.5%	45.5%	-11.8%	-0.6%	0.4%
O=C(CSc1nnc(-c2ccc(Cl)cc2)o1)NNC(=O)c1ccncc1	4.7%	?	-0.8%	?	12.7%
O=C(/C=C/c1cc([N+](=O)[O-])ccc1OC(F)F)Nc1cccc2ccccc12	-2.4%	10.7%	-5.3%	3.9%	2.3%
CC1CCN(C(=O)CCc2nnc(-c3ccccc3)o2)CC1	8.9%	17.1%	7.3%	10.2%	1.4%
CCn1c(=O)c2sccc2n(Cc2cc(C(=O)OC)ccc2OC)c1=O	4.4%	-10.8%	0.1%	-1.2%	0.9%
COc1ccccc1NC(=O)CN(C)S(=O)(=O)c1ccc(F)cc1	-11.3%	-2.4%	14.4%	-1.2%	2.1%
CCN(CC)c1ccc(/C=N/NC(=O)CN2CCCc3ccccc32)cc1	14.6%	55.9%	-6.4%	0.6%	4.3%
O=C(CSc1nc2ccccc2s1)N1CCCCC1	-8.9%	50.9%	14.2%	-10.4%	i
c1cnc(Nc2nc(-c3ccc4ccccc4c3)cs2)nc1	1.1%	6.6%	4.6%	0.8%	1.4%
COc1cc(C)c(Cl)cc1S(=O)(=O)n1cnc2ccccc21	3.7%	7.6%	5.8%	2.3%	0.2%
Cc1ccc(SCC(=O)Nc2ccc(N3CCOCC3)cc2)cc1C	0.4%	?	.	9.0%	1.4%
Cc1cccc(C)c1NC(=O)CNC(=O)c1ccccc1	-3.3%	-16.3%	2.2%	4.3%	0.4%
